# D2 antag = HTS Assay for Allosteric Antagonists of the Human D2 Dopamine Receptor: Primary Screen for Antagonists; AID 485344, 2010; inhibition, % at 10 µM; HEK293 TREx D2 cells, calcium flux, dopamine EC80; D(2) dopamine receptor (Homo sapiens), P14416; 2% of 340,000 active; in the data active means inhibition above about 30%; further: 0% is about no effect
#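 Calcium mobilization kinetics were recorded at 1 s intervals in tetracycline-induced HEK293 T-REx D2 cells, first for 180 s after compound addition and then 180 s after EC80 dopamine.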
# D2 agonist = HTS Assay for Allosteric Agonists of the Human D2 Dopamine Receptor: Primary Screen for Agonists; activation, % at 2 µM; 0.53% of 340,000 active; D(2) dopamine receptor (Homo sapiens), P14416; AID 485358, 2010; HEK293 T-REx D2 cells, calcium flux agonist mode;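 active means activation over 3 SD above normal in the single-dose calcium agonist read, cut at about 30% in these data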; further: 0% is about no effect
#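 HEK293 Trex D2 cells, tetracycline-induced, o/n 30 C 5% CO2; no-wash Ca dye, RT 30–90 min; 10-cycle baseline, 23 nl cpd added, kinetic Ca read 180 s; agonist hits = positive Ca response.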
# ERG Ets-DNA blk = qHTS for Small Molecule Inhibitors of the ERG Ets/DNA interaction; AID 624246, 2012; Potency, µM (top dose mostly 76.9 µM), without a hit: at the highest dose FP activity, negative = inhibition, actives largely listed as inhibitors; 0.028% of 370,000 active; Transcriptional regulator ERG (Homo sapiens), P11308; fluorescence polarization, His-ERG Ets domain / labelled DNA; active means well fitted inhibition curve with a large enough effect in the polarisation, with a control signal flat; inconclusive means small, poorly fitted or top-dose-only effect, or effect the other way, or a change in a side signal; inactive means no such curve, though single readings can be large or run the other way; the % refers to the polarisation;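 further: polarization taken with two DNA probes labelled with fluorescein and Texas red; potency means the concentration at half of the fitted maximal effect; % of control where 0% means no effect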
#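 His-tagged ERG Ets domain (1 uM in the protein solution; 300mM KCl, 50mM Tris-HCl, 1mM EDTA, 1mM DTT, pH 7.5) received compound, then a probe mix of 5 nM fluorescein-DNA and 100nM Texas-615-DNA. Fluorescence polarization was read for both dyes.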
# GRP78 ERSR act = qHTS for Inducers of the Endoplasmic Reticulum Stress Response (ERSR) in Human Glioma: qHTS. U87-MG GRP78 promoter luciferase reporter, 16 h. Potency, µM, inactives show top-dose activation, actives largely listed as activators. 0.02% of 420,000 active. AID 602332, 2012; further: potency means the concentration at half of the fitted maximal effect; series mostly up to about 76 µM; % of control where 0% means no effect; nearly all actives have a fitted effect of over 35% in size
#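 Stably transfected U87-MG human glioma cells carrying a GRP78-based luminescent sensor were seeded at 1000 cells/well, pin-dosed with compounds and incubated 16 h. Luciferase reagent was then added, and end-point luminescence was read after 10 min at room temperature.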
# 12-LOX inh = Primary qHTS assay for inhibitors of human arachidonate 12S-lipoxygenase (ALOX12): Round 2 | Potency, µM (doses to about 108 µM), for the others: at the highest dose activity change, negative = inhibition, usual class: inhibitors | 1.1% of 580,000 active | Polyunsaturated fatty acid lipoxygenase ALOX12 (Homo sapiens), P18054 | purified 12hLO, xylenol orange hydroperoxide absorbance; further: potency means the concentration at half of the fitted maximal effect; on the % scale 0 is the no-effect control and ±100 the full control effect
# Target sequence (P18054 whole entry, looked up): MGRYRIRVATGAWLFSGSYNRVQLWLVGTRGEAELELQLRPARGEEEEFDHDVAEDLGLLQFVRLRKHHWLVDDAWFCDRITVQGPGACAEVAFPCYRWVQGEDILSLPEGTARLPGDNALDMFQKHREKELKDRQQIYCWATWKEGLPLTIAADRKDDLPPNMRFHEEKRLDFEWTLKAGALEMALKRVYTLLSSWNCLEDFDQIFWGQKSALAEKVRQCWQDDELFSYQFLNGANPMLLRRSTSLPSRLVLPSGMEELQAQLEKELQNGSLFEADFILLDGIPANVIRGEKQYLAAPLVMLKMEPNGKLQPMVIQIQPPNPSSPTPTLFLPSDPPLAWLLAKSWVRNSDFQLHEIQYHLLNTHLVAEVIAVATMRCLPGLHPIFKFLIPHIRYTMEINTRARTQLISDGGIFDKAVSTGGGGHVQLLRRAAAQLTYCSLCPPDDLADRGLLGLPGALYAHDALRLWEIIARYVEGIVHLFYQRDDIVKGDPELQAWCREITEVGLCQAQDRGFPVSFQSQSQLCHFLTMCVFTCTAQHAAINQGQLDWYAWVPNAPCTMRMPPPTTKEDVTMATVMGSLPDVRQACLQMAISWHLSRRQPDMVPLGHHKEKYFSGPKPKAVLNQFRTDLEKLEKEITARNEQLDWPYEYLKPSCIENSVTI
#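 Hydroperoxide product was detected by ferrous iron/xylenol orange as the 573 to 405 nm absorbance ratio. Arachidonic acid at 40 uM (final) was turned over for 30 min at room temperature by 150 nM human 12hLO, pH 7.0 Hepes buffer, after 15 min compound preincubation.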
# LDHA block = qHTS assay for inhibitors of human lactate dehydrogenase; purified LDHA, NADH/diaphorase-resazurin fluorescence; active compounds read low; activity change, % (values are at about 110 or 230 µM); 0.15% of 480,000 active; AID 1347041, 2019; in the data active means activity change below about -30%; inconclusive means mostly about -25% to -30%;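 further: plate controls were DMSO wells for no effect and wells without enzyme for full effect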
#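 LDH5 2 nM; NADH 0.06 mM, pyruvate 0.2 mM; 200 mM Tris pH 7.4, EDTA, Tween-20; 5 min RT. Detection: diaphorase 0.133 mg/mL + resazurin 37 µM, fluorescence ex540/em590 at 0 and 20 min; normalized to enzyme-free and DMSO wells.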
# Vif-APOBEC3G blk = qHTS for Inhibitors of Vif-A3G Interactions: qHTS; AID 602310, 2012; HeLa A3G-eYFP + Vif (tagged APOBEC3G with the HIV-1 protein that degrades it), YFP fluorescence, overnight; 0.076% of 410,000 active; Potency, µM (series often up to 46.1 µM), for inactives: at the top dose activity, negative = active, hits mostly inhibitors;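 further: potency means the concentration at half of the fitted maximal effect; on the % scale 0 is the no-effect control and ±100 the full control effect; nearly all actives have a fitted effect of over 60% in size; hits raise eYFP signal because A3G escapes Vif-driven loss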
#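 HeLa cells stably expressing Vif and C-terminally eYFP-tagged A3G, seeded overnight at 37 deg C, then exposed to compound by pintool overnight at 37 deg C. Rise in yellow fluorescence (Ex 488/Em 500-530, Acumen) marks blocked Vif-driven A3G degradation.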
# RGS4 inh = Inhibitors of Regulator of G Protein Signaling (RGS) 4: qHTS. Regulator of G-protein signaling 4 (Homo sapiens), P49798. Transcreener GDP fluorescence polarization, RGS4-accelerated GTP hydrolysis. Potency, µM (highest dose often 114 µM), for the others: at the top dose activity change, negative = inhibition, hits mostly inhibitors. 0.039% of 390,000 active; further: potency means the concentration at half of the fitted maximal effect; on the % scale 0 is the no-effect control and ±100 the full control effect; nearly all actives have a fitted effect of over 75% in size; some results filed as inactive show a strong effect at the top dose
# Target sequence (P49798 whole entry, looked up): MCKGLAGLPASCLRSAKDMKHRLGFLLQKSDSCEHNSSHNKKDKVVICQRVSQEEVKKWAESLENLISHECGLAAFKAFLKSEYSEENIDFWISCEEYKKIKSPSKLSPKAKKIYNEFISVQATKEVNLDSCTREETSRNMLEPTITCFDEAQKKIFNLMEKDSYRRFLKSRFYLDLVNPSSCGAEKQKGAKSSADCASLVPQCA
#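 MLSMR compounds (23 nl, pin-transferred) preincubated 10 min at room temperature with a 500nM (2x) first reagent, then RGS4 at 900nM (2x) plus Transcreener GDP mix added; fluorescence polarization (620/688 nm) read before and after 90 min at 30 °C.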
# Vif-APOBEC3F blk = qHTS for Inhibitors of Vif-A3F Interactions: qHTS; HeLa A3F-eYFP + Vif (tagged APOBEC3F with the HIV-1 protein that degrades it), YFP fluorescence increase; Potency, µM (doses to about 46.1 µM), for the others: at the top dose activity, negative = active; 0.2% of 390,000 active; AID 602313, 2012; further: potency means the concentration at half of the fitted maximal effect; % of control where 0% means no effect; nearly all actives have a fitted effect of over 65% in size
#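 HeLa cells stably expressing Vif plus C-terminally eYFP-tagged A3F were seeded, incubated overnight at 37 deg C, dosed with compound, incubated overnight again at 37 deg C. Yellow fluorescence (Ex 488/Em 500-530) reported blocked Vif-mediated A3F-eYFP degradation.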
# Numbers without * were called inactive; ? = inconclusive; / = not tested or not shown; [ ] = dose if it differs, or a comment. Unless noted, the call rests on the fitted dose curve; in most records, active means well fitted curve in the direction sought with a large enough effect; inconclusive means small, poorly fitted or top-dose-only effect, or another doubt; inactive means no such curve, though single readings can be large; an effect the other way counts as inactive or inconclusive.
SMILES,D2 antag,D2 agonist,ERG Ets-DNA blk,GRP78 ERSR act,12-LOX inh,LDHA block,Vif-APOBEC3G blk,RGS4 inh,Vif-APOBEC3F blk
CC1=C/C(=N\NC(=S)Nc2cccnc2)CC(C)(C)C1,6,23,-12%,-2%,-18%,-10,0%,-41%,?
COc1cc(OC)cc(C(=O)OCC(=O)NCc2ccc3c(c2)OCO3)c1,/,/,-2%,-4%,-4%,-5,-9%,6%,-6%
CCOC(=O)c1c(C)[nH]c(C)c1C(=O)CN1C(=O)NC2(CCCCCC2)C1=O,5,-0.2,11%,-4%,-14%,-2,0%,-2%,7%
O=S(=O)(c1ccc(Cl)cc1)n1c(Cc2ccccc2)nc2ccccc21,-2,-1.3,-8%,0%,-4%,-2,2%,9%,-2%
COc1cccc(C(NC(C)=O)c2nc(-c3cccc(C(F)(F)F)c3)cs2)c1 (stereo not given),/,/,/,-2%,-26%,-5,-5%,/,/
Cc1csc(N(C(=O)c2cccc(S(=O)(=O)N(C)C)c2)c2ccccc2)n1,0,0.4,2%,2%,-17%,-6,0%,5%,-11%
O=C(O)COc1ccc(NC(=O)C(c2ccccc2)c2ccccc2)cc1,9,0.3,-5%,1%,?,-7,1%,7%,10%
COc1cccc(NC(=O)CN(C)C(=O)c2cc(-c3ccc(F)cc3)nc3ccccc23)c1,-14,0.1,-11%,-4%,-9%,-13,-16%,-29%,0%
CC(C)(C)C(=O)COC(=O)CNC(=O)c1ccc(Oc2ccccc2)cc1,-1,0.8,-3%,-4%,-1%,-2,0%,-15%,1%
Cc1cc(C(=O)CSc2nnnn2C)c(C)n1-c1ccc2c(c1)OCCO2,-9,-0.1,0%,9%,?,3,3%,-31%,2%
CCOC(=O)c1ccc(COC(=O)c2nonc2N)cc1,-3,-1.7,12%,-4%,136%[activator][57.4 µM],-3,2%,3%,3%
CCC/C(O)=C1\C(=O)CC(c2ccccc2)CC1=NCCc1c(C)[nH]c2ccccc12 (stereo not given),21,-0.5,8%,-5%,32%[activator],0,5%,-39%,5%
COC(=O)[C@@H]1C[C@@H](c2ccccc2)[C@H](C)C1(C)C,/,/,4%,-2%,20%,-6,1%,10%,0%
CC1CCC(NC(=O)C2CC(=O)N(c3ccc(Cl)cc3)C2)CC1 (stereo not given),-7,-0.6,1%,-1%,0%,0,-4%,13%,-10%
O=C(O)CC/C(=N/NC(=O)CNC(=O)C(c1ccccc1)c1ccccc1)c1ccccc1,-4,0.9,-20%,-7%,3%,-3,1%,-9%[11.4 µM],0%
COc1ccccc1NC(=S)NCC1CCCCC1,-12,-0.1,15%,-1%,?,0,4%,?,-17%
Cc1ccc(C)c(S(=O)(=O)N2CCN(C(=O)c3ccc(-n4cncn4)c([N+](=O)[O-])c3)CC2)c1,-4,0.2,-3%,-3%,-14%,0,-1%,-7%,0%
CC(=O)OCC[n+]1c(C)n(-c2ccccc2)c2ccc(Cl)cc21,-21,4.6,6%,-4%,?,-22,4%,-32%,-10%
CN(C)c1ccc(-c2ccnc3c2CC(C)(C(=O)Nc2ccc(F)c(Cl)c2)O3)cc1 (stereo not given),/,/,/,0%,6%,-1,0%,/,/
O=C(NN=Cc1ccc2c(c1)OCO2)NN=Cc1ccc2c(c1)OCO2,/,/,5%,4%,-9%,-8,-2%,10%,-3%
COc1ccccc1Oc1ncnc2c1oc1ccccc12,6,-0.5,-17%,2%,1%,-5,0%,4%,9%
O=C(Nc1ccc(Cl)cc1)OCc1cncs1,6,-1.8,-2%,7%,103%[activator],0,2%,-3%,3%
COCc1c(C(=O)OCC(=O)NCCc2ccc(S(N)(=O)=O)cc2)oc2ccccc12,9,3.9,-3%,0%,-10%,-5,1%,-3%,3%
CCN(c1ccccc1)S(=O)(=O)c1cc(C(=O)Nc2ccc(F)c(F)c2)ccc1F,-3,0.4,-3%,-5%,-7%,-3,-7%,4%,-8%
CCCCCOC(=O)CSc1nc2sc3c(c2c(=O)n1Cc1ccccc1)CC(C)(C)OC3,/,0.8,-3%,-1%,-15%,-2,-5%,6%,-9%
O=C(CN1CCN(C(=O)c2ccccc2)CC1)Nc1ncc(Br)cc1Br,-2,-0.2,-5%,-3%,-10%,-10,-4%,15%,-8%
O=C(C[C@H]1C/C=C\C[C@H](NC(=O)OCC2c3ccccc3-c3ccccc32)C(=O)OC[C@@H]2CCCN2C1=O)N[C@H](CO)Cc1ccccc1,/,/,-12%,-4%,/,-1,3%,-25%,5%
COc1ccc(/C=N/NC(=O)c2ccc(NC(=O)c3cccc([N+](=O)[O-])c3)cc2)c(C(=O)O)c1OC,-6,0.0,-1%,-2%,-27%,-1,3%,-8%,11%
COc1cc(C(C)=O)ccc1OCC(=O)Nc1ccccc1N1CCCC1,-16,-0.3,0%,-3%,?,1,-5%,0%,0%
COc1cccc(N2CCN(CC(=O)NC(C)c3ccccc3)CC2)c1 (stereo not given),-13,-0.1,2%,-2%,8%,0,3%,12%,3%
C/C(=N\O)c1noc(C)c1C(=O)Nc1nccs1,/,/,1%,-7%,-49%,0,-8%,-47%,-19%
CC1(C(=O)NCCC(F)(F)F)Cc2c(-c3ccccc3)ccnc2O1 (stereo not given),/,/,/,-2%,10%,-6,?,/,/
CCOc1ccc(OCc2ccc(C(=O)NCc3ccncc3)o2)cc1,8,0.1,/,1%,-2%,-1,2%,-9%,1%
CCOC(=O)C1=C(c2ccccc2)NC(=S)NC1c1ccc(Cl)cc1 (stereo not given),-3,-0.4,6%,-3%,?,-15,-12%,-45%,1%
CCOC(=O)c1cnc(SC)nc1Nc1cccc2ccccc12,3,0.3,-2%,1%,-5%,2,-1%,-32%,-3%
CCc1ccc(NC(=O)CSc2nc(=O)n3cc(C)ccc3n2)cc1,/,/,-19%,-1%,-20%,-6,1%,-35%,-10%
C[C@@H](CO)NC(=O)c1[nH]cnc1C(=O)Nc1ccc(CNC(=O)OC(C)(C)C)cc1,/,/,/,-5%,?,4,6%,/,-7%
Cc1ccc(C(C(=O)NC2CCCCC2)N(Cc2ccccc2)C(=O)Cc2c[nH]c3ccccc23)o1 (stereo not given),4,-0.8,2%,-2%,-11%,0,1%,-28%,1%
Cc1cc(-c2n[nH]c(=S)n2Cc2ccccc2)cs1,-7,0.2,0%,0%,?,-13,3%,?,-1%
CCn1c(SCC(=O)N2CCCC2=O)nnc1-c1cccs1,-28,1.2,6%,-6%,-29%,-19,1%,14%,0%
CCN1C[C@@H]2[C@@H]3C(=O)N(C)C(=O)[C@@H]3[C@](CC)(C1=O)N2C(=O)c1ccc(C(F)(F)F)cc1,/,/,20%,0%,/,0,4%,-2%,3%
CC(NCc1ccncc1)C12CC3CC(CC(C3)C1)C2 (stereo not given),12,-0.2,-4%,-4%,2%,-12,2%,10%,8%
Cc1cc2[nH]c3ccccc3c2cn1,-1,0.0,-5%,-2%,0%,-1,-4%,-19%,0%
Clc1ccc(NCn2cncn2)nc1,-5,1.6,-4%,-3%,0%,-4,-1%,26%,1%
COc1ccc(CCNC(=O)COc2nncc3ccccc23)cc1,-30,2.0,-5%,1%,0%,-1,0%,3%,-5%
Cc1ccc(O)c(N/C=C/C(=O)c2ccc(F)cc2)c1,8,-0.3,8%,?,20%,2,-7%,-2%,0%
O=C(O)c1cccc(S(=O)(=O)N2CCN(C(c3ccccc3)c3ccccc3)CC2)c1,8,7.1,1%,-5%,-6%,-10,-5%,10%,7%
O=C(O)c1cccc2c1C(=O)N(Cc1ccccc1)C2,3,-0.4,0%,-3%,-13%,-10,1%,4%,-1%
CC1=C/C(=N\NC(=S)NCc2ccccc2)CC1,-9,2.7,-3%,4%,0%,-5,-1%,-37%,?
CCN(CC)C(=S)Nc1c(C)n(C)n(-c2ccccc2)c1=O,4,1.0,-3%,-4%,-3%,0,5%,-15%,2%
CCc1nnc(NC(=O)CCC(=O)NCc2ccc(C)cc2)s1,-1,-1.2,3%,-3%,6%,-4,0%,19%,-1%
CN(Cc1ccccc1)C(=O)c1csc([C@@H]2O[C@H](CO)[C@H](O)[C@H](O)[C@H]2O)n1,/,/,/,3%,1%,-4,-1%,/,/
Cc1ccc(S(=O)(=O)NCC(=O)N2CCN(c3ccccn3)CC2)cc1,27,-1.1,8%,-4%,21%,-6,0%,4%,0%
O=c1c(Cc2c(F)cccc2Cl)c(O)ccn1C1CCCCCC1,-14,9.5,3%,-5%,-2%,-3,7%,11%,1%

# Source: PubChem (National Center for Advancing Translational Sciences (NCATS))

# An excerpt. The share of hits here may be higher or lower than overall.
